Hep lipid drop: hepatic lipid droplet formation modulation; AID 1656; AML12 mouse hepatocytes, oleate lipid droplets, BODIPY imaging; inhibition, % at 6.5 µM; 240,000 compounds, 0.4% hits;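 active = lipid droplet intensity inhibited by at least 50%, with more than 500 cells counted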
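Material: mouse AML12 hepatocyte cell line, fixed after treatment; Timing: compound with oleate, overnight; Technique: high-content imaging of BODIPY-stained droplets and DAPI nuclei; Probe or stimulus: oleate, 100 µM final; Dosing: compound at 6.5 µM only.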
ER stress rescue: rescue of cells from ER stress-induced death, primary screen, 384-well, CSM14.1, thapsigargin, ATP luminescence (AID 1222); 190,000 tested, under 10 active; one-dose cellular ATP content (survival), % at 20 µM; EC50 in µM for titrated hits; CSM14.1 thapsigargin-induced death rescue, ATP luminescence; higher % means a stronger effect;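 active = EC50 below 50 µM in the dose-response confirmation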;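 note: death triggered by thapsigargin at about 15 µM added after 2 h compound pretreatment; cell ATP read after overnight thapsigargin exposure of roughly 18 to 22 hours; normalized against plate controls of thapsigargin alone and 5% DMSO vehicle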
XIAP antagonists: small molecules displacing peptide from XIAP – biochemical, IAP family, fluorescence polarization (AID 1018); XIAP BIR domain, fluorescence polarization peptide displacement; higher % means a stronger effect; displacement, % at 20 µM; hits with a dose series show IC50 in µM; 200,000 compounds, 0.007% hits; in the data active = displacement above about 50%; note: a part of the inactive calls stands beside numbers as strong as those of hits
P. falciparum M17LAP: P. falciparum M17LAP inhibitors, primary screen, biochemical, fluorogenic H-Leu-NHMec substrate, 1536-well (AID 1619). recombinant M17LAP, H-Leu-NHMec fluorogenic kinetic assay; higher % means a stronger effect. one-dose inhibition, % at 30 µM; IC50 in µM for titrated hits. 220,000 compounds, 0.38% hits;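 active = compound inhibiting the enzyme by more than half at any dose during confirmatory dose-response retesting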;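 note: plate controls were full reaction with DMSO carrier for no effect and no enzyme background for full effect; strong numbers were not always called active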
SIAH1 antagonists: blockers of Siah-1 interaction with plectin peptide – biochemical, fluorescence polarization, rhodamine-plectin, uHTS, primary screen (AID 1817). displacement, % at 20 µM, or IC50 in µM where a hit was titrated. 290,000 compounds, 0.02% hits. Siah-1 / rhodamine-plectin peptide fluorescence polarization; higher % means a stronger effect;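 active = displacement of at least 50% at 20 µM, with a fluorescence ratio check between 0.3 and a set limit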;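 note: plate controls were Siah plus tracer with DMSO for no effect and tracer alone without Siah for full effect; strong numbers were not always called active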
LYP phosphatase: inhibitors of LYP phosphatase, biochemical, fluorescence intensity, uHTS (AID 1779). recombinant LYP phosphatase, fluorescence intensity; higher % means a stronger effect. inhibition, % at 11.5 µM, or IC50 in µM where a hit was titrated. 290,000 compounds, 0.054% hits;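 note: plate controls were vehicle with enzyme for no effect and no enzyme for full effect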
P. falciparum M1AAP: P. falciparum M1AAP inhibitors, biochemical, fluorogenic H-Leu-NHMec substrate, 1536-well (AID 1445); recombinant M1AAP, H-Leu-NHMec fluorogenic kinetic assay; higher % means a stronger effect; inhibition, % at 30 µM; hits with a dose series show IC50 in µM; 220,000 compounds, 0.42% hits;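 active = primary inhibition above the hit cutoff, then over 50% inhibition at one or more dose response concentrations, cut at about 23% in these data, passing the limit was not always enough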;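 note: plate controls were DMSO full reaction for no effect and no enzyme background for full effect; strong numbers were not always called active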
NOD2 inhibition: NOD2 signaling inhibitors, cell-based, luminescence, uHTS, HEK293 (AID 1566). HEK293 NOD2/NF-kB luciferase reporter, luminescence; higher % means a stronger effect. one-dose inhibition, % at 4 µM; EC50 in µM for titrated hits. 290,000 compounds, 0.63% hits; note: many of its hits are not listed in these tables
AID2073: inhibitors of Mint1-CaV2.2 protein interaction, biochemical, HTRF (AID 2073). 290,000 compounds, 0.19% hits. HTRF protein-protein interaction, Mint1-CaV2.2; higher % means a stronger effect. inhibition, % at 20 µM, or IC50 in µM where a hit was titrated; in the data active = inhibition mostly above about 51%, no sharp cut-off; note: some results filed as inactive read as strong as hits
Hep lipid drop cells 6.5 µM: also measured in Hep lipid drop; calls as there; cell count; measured here: cell count, cytotoxicity flag;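 cells counted across two imaged fields per well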
Starred values were filed as active, the others as inactive; . = not tested or not shown. Cut-off read from the data, not from the text of the source, unless noted: active = inhibition above about 50%; inactive = the rest. The list is partial. The share of hits here may be higher or lower than overall.

SMILES	Hep lipid drop	Hep lipid drop cells 6.5 µM	ER stress rescue	XIAP antagonists	P. falciparum M17LAP	SIAH1 antagonists	LYP phosphatase	P. falciparum M1AAP	NOD2 inhibition	AID2073
CCC(=O)Nc1c2c(nn1-c1ccc(OC)cc1)CS(=O)C2 (stereo not drawn)	.	.	0.9%	1.8%	9%	0%	0%	4%	15%	-3%
O=C(CCN1CCN(CCO)CC1)Nc1ccc(C2CCCC2)cc1	-19	699	-0.8%	-2.5%	-4%	4%	-10%	-3%	-1%	9%
CCOc1cc(/C=N/NC(=O)c2cccnc2)ccc1OC(=O)c1ccco1	24	691	-7.2%	-0.1%	-6%	8%	2%	4%	16%	8%
Cc1ccccc1Oc1nc2c(C)cccn2c(=O)c1/C=C(\C#N)C(=O)NC1CCS(=O)(=O)C1 (stereo not drawn)	-11	679	.	.	-4%	11%	-6%	8%	-9%	0%
O=C(CN1C(=O)COc2ccccc21)N(CCCN1CCOCC1)CC1CC=CCC1 (stereo not drawn)	.	.	-0.5%	-4.0%	3%	1%	-9%	1%	10%	0%
C#CCOc1ccc(C2C3=C(CC(C)(C)CC3=O)N(CC(=O)O)C3=C2C(=O)CC(C)(C)C3)cc1OC	8	825	.	.	.	-2%	-1%	.	-2%	7%
CCOC(=O)C1=C(Cn2cnc3ccccc32)NC(=O)NC1c1cc(C)ccc1C (stereo not drawn)	16	720	-1.1%	-0.4%	-7%	1%	-2%	-3%	0%	-9%
CCCCn1nc2cc(C(=O)NCCc3ccc(C)cc3)ccc2c1OCC	.	.	-0.7%	-8.6%	-13%	2%	-8%	6%	17%	-1%
Cc1ccc(-c2nc(CS(=O)CC(=O)NC3CCCC3)c(C)o2)cc1 (stereo not drawn)	.	.	-0.4%	-1.9%	9%	0%	-1%	-2%	-8%	-4%
CC(C)CCNc1nc(N2CCCC2)c2c(c1C#N)CCN(C)C2	-12	601	-3.0%	-3.1%	-8%	-8%	-4%	5%	11%	0%

One compound at a time, as listed above. Values in the order: Hep lipid drop | Hep lipid drop cells 6.5 µM | ER stress rescue | XIAP antagonists | P. falciparum M17LAP | SIAH1 antagonists | LYP phosphatase | P. falciparum M1AAP | NOD2 inhibition | AID2073
Listed for `O=C(CN1C(=O)COc2ccccc21)N(CCCN1CCOCC1)CC1CC=CCC1` (stereo not drawn) : . | . | -0.5% | -4.0% | 3% | 1% | -9% | 1% | 10% | 0%
Listed for `CCC(=O)Nc1c2c(nn1-c1ccc(OC)cc1)CS(=O)C2` (stereo not drawn) : . | . | 0.9% | 1.8% | 9% | 0% | 0% | 4% | 15% | -3%
Listed for `Cc1ccccc1Oc1nc2c(C)cccn2c(=O)c1/C=C(\C#N)C(=O)NC1CCS(=O)(=O)C1` (stereo not drawn) : -11 | 679 | . | . | -4% | 11% | -6% | 8% | -9% | 0%

Following part:
SMILES	Hep lipid drop	Hep lipid drop cells 6.5 µM	ER stress rescue	XIAP antagonists	P. falciparum M17LAP	SIAH1 antagonists	LYP phosphatase	P. falciparum M1AAP	NOD2 inhibition	AID2073
COc1ccc(OC)c(NC(=O)CNC(=O)Cn2cnc3sc(C)cc3c2=O)c1	8	674	.	.	.	1%	-9%	.	20%	4%
CC(=O)C1=C(C)N(Cc2ccccc2)C(=O)N[C@H]1c1cccc(C(F)(F)F)c1	-41	708	2.9%	-8.6%	-7%	-6%	0%	11%	-4%	-10%
O=C(CSc1nc2cc(Cl)ccc2o1)Nc1ccc(N2CCOCC2)cc1	.	.	0.8%	-2.5%	8%	-5%	-2%	-9%	-52%	-13%
Cc1ccc(/C=C2/NC(=O)N(Cc3ccccc3)C2=O)o1	.	.	-0.8%	-16%	32%	19%	5%	10%	-4%	32%
CCC(=O)N1c2ccccc2NC2=C(C(=O)CC(c3ccco3)C2)C1c1ccco1 (stereo not drawn)	-25	673	-0.9%	-5.6%	12%	-2%	3%	15%	7%	9%
O=C(N/N=C/c1ccc([N+](=O)[O-])o1)c1cn(-c2ccccc2)nc1-c1ccc(Cl)cc1	-2	649	6.3%	-4.9%	-6%	10%	0%	-1%	15%	68%*
CCC(=O)Nc1ccc(-c2ccc(N3CCCCC3)nn2)cc1	8	717	.	.	.	4%	-8%	.	-18%	18%
CCCCCCNS(=O)(=O)c1ccccc1Br	-24	703	.	.	-4%	10%	-12%	-6%	14%	6%
COc1cc(CNn2cnnc2)ccc1OCC(=O)NC(C)(C)C	.	.	-1.5%	-3.5%	8%	5%	-6%	7%	16%	19%
COc1ccc(C(=O)NCCc2nnc3ccc(SCC(=O)Nc4ccccc4F)nn23)cc1	-3	693	.	.	.	-1%	0%	.	14%	3%
Cc1ccccc1NC(=O)CN1CCOCC1	-19	794	.	.	.	9%	-9%	.	9%	-5%
Cc1ccc(C(=O)/C=C/c2ccc3c(c2)OCCO3)c(O)c1	12	787	.	.	0%	0%	1%	5%	-101%	9%
O=C1CCCN1CCCN=c1c([N+](=O)[O-])nn(-c2ccc(Cl)cc2)n1O	-37	553	-0.8%	-0.5%	3%	4%	-1%	0%	-22%	2%
CCOc1ccccc1NS(=O)(=O)c1c(C)[nH]c(C)c1C(=O)N1CCCCC1	16	749	.	.	.	-1%	-9%	.	-4%	24%
O=C(/C=C/c1ccco1)c1cccnc1	.	.	.	.	.	2%	-5%	.	3%	14%
COc1ccccc1C(=O)N/C(=C/c1cccc([N+](=O)[O-])c1)C(=O)Nc1cccc(C(=O)O)c1	-49	742	-0.9%	-14%	15%	-7%	-5%	3%	5%	-6%
COc1cc(SC)ccc1C(=O)Nc1cc(C)c(OCC(=O)N2CCOCC2)c(C)c1	12	732	.	.	.	2%	5%	.	0%	6%
O=C(NC1CC2CCCC(C1)N2Cc1cccs1)N1CCOCC1 (stereo not drawn)	.	.	-0.5%	-3.4%	-5%	4%	-7%	-2%	13%	-7%
Cc1ccc(S(=O)(=O)NCC2CCCO2)cc1 (stereo not drawn)	4	817	.	.	.	9%	-4%	.	3%	9%
O=c1c2ccccc2nc(SCc2cc(F)cc3c2OCOC3)n1Cc1ccco1	-14	772	-0.4%	-6.2%	-4%	-6%	-16%	-14%	23%	8%

Just LYP phosphatase, P. falciparum M1AAP and XIAP antagonists, for six of the compounds above:
mol	LYP phosphatase	P. falciparum M1AAP	XIAP antagonists
Cc1ccc(C(=O)/C=C/c2ccc3c(c2)OCCO3)c(O)c1	1%	5%	.
O=C1CCCN1CCCN=c1c([N+](=O)[O-])nn(-c2ccc(Cl)cc2)n1O	-1%	0%	-0.5%
CCOc1ccccc1NS(=O)(=O)c1c(C)[nH]c(C)c1C(=O)N1CCCCC1	-9%	.	.
O=C(/C=C/c1ccco1)c1cccnc1	-5%	.	.
COc1ccccc1C(=O)N/C(=C/c1cccc([N+](=O)[O-])c1)C(=O)Nc1cccc(C(=O)O)c1	-5%	3%	-14%
COc1cc(SC)ccc1C(=O)Nc1cc(C)c(OCC(=O)N2CCOCC2)c(C)c1	5%	.	.

Following part:
SMILES	Hep lipid drop	Hep lipid drop cells 6.5 µM	ER stress rescue	XIAP antagonists	P. falciparum M17LAP	SIAH1 antagonists	LYP phosphatase	P. falciparum M1AAP	NOD2 inhibition	AID2073
Cc1ccc(C(=O)COC(=O)CNC(=O)COc2ccccc2C)cc1C	.	.	-0.8%	-2.9%	-1%	-1%	5%	16%	4%	10%
CCOC(=O)c1sc2ccccc2c1OC(=O)c1ccc(C)cc1	2	661	-2.9%	-1.8%	-6%	1%	-5%	-3%	2.2µM*	1%
CC(=O)N(Cc1cc2ccc(C)c(C)c2n2nnnc12)C1CCCC1	.	.	-0.4%	-1.2%	.	0%	-5%	.	18%	-1%
COc1ccc(C(=O)Nc2ccccc2C(=O)N/N=C/c2ccncc2)cc1OC	8	737	.	.	4%	3%	-5%	-3%	-117%	-9%
CCCCC(=O)Nc1ccc(NC(=O)c2cc(OC)c(OC)c(OC)c2)cn1	.	.	1.6%	-17%	8%	1%	-4%	-6%	-1%	-12%
CC(C)Oc1cccc(C(=O)C2CCCN(Cc3cccn3-c3cccnc3)C2)c1 (stereo not drawn)	-15	740	.	.	5%	1%	3%	6%	-21%	-2%
Cc1ccc(S(=O)(=O)N/N=C\c2ccccc2OCc2ccccc2)cc1	.	.	-2.3%	-6.5%	1%	-3%	1%	3%	13%	16%
CC(=O)c1ccc(NC(=O)c2ccc(C)c(Br)c2)cc1	-2	656	-1.1%	-12%	1%	8%	3%	-9%	-117%	22%
Cn1nc(-c2ccc(OCC(=O)NCC3CCCO3)cc2)c2ccccc2c1=O (stereo not drawn)	.	.	-2.5%	-1.1%	4%	-4%	-13%	1%	18%	0%
O=C(CCNS(=O)(=O)/C=C/c1ccccc1)NCCc1c[nH]c2ccccc12	7	795	.	.	.	-3%	-10%	.	2%	0%
CCC(=O)Nc1cc(-c2nn3c(C)nnc3s2)ccc1C	.	.	-1.4%	-1.5%	7%	-2%	-13%	-5%	5%	2%
O=c1cc(O)c2ccccc2n1Cc1ccccc1	7	759	-0.5%	2.0%	-1%	-2%	-1%	11%	1%	21%
O=C(CCN1C(=O)c2ccccc2C1=O)NCc1cccc(Cl)c1	12	823	.	.	.	-1%	-2%	.	3%	11%
CC(C)(C)NC(=O)CN(C(=O)CN1C(=O)C(=O)c2ccccc21)C(C)(C)C	32	786	-3.6%	-3.6%	0%	18%	-3%	5%	8%	9%
Cc1[nH]nc2c1C1(C(=O)N(Cc3ccc(Cl)cc3)c3ccccc31)C(C#N)=C(N)O2 (stereo not drawn)	-11	621	-2.3%	-4.7%	4%	0%	8%	12%	-1%	-1%
CCc1cccc(NC(=O)CSCc2cc(=O)[nH][nH]2)c1	6	709	-2.1%	-2.0%	26µM*	3%	-8%	17%	1%	2%
CCOC(=O)c1cc(-c2ccccc2)n(CC(=O)Nc2ccc(OC)cc2)c1C	21	665	6.2%	-10%	-15%	6%	0%	3%	-22%	-4%
CC1=CCC(C(=O)O)(C(=O)N/N=C/c2cccnc2)C(c2ccccc2)C1 (stereo not drawn)	8	742	-1.0%	-3.5%	-1%	5%	-2%	-1%	-18%	-7%
CCOC(=O)C1(Cc2cccc(Cl)c2)CCCN(C2CCN(C(C)=O)CC2)C1 (stereo not drawn)	-24	734	-0.1%	-9.7%	-1%	-2%	-8%	4%	-12%	2%
COC(=O)CSc1ncc(S(=O)(=O)c2ccccc2)c(=O)[nH]1	.	.	.	.	.	-10%	-6%	.	4%	13%
CCCOc1ccc(S(=O)(=O)N2CCN(C)CC2)c2ccccc12	-12	750	.	.	.	-2%	-7%	.	11%	-7%
O=C(N/C(=C/c1ccc([N+](=O)[O-])cc1)C(=O)N1CCCC1)c1ccccc1	0	810	.	.	.	2%	-4%	.	0%	3%
COC(=O)c1ccccc1NC1CC(=O)N(c2c(C)cccc2C)C1=O (stereo not drawn)	-7	719	-2.9%	-5.9%	-18%	1%	-1%	17%	-9%	16%
COC(=O)CSc1nnc(-c2ccccn2)n1N	2	737	.	.	-10%	0%	-2%	4%	2%	-8%

Source: PubChem (several laboratories)
